Compound activity (PubChem)
NPC1 promoter act: activators of NPC1 promoter. AID 485313. Huh7 NPC1 promoter luciferase reporter, 24 h. actives 2.4% (n = 320,000). Potency, µM (highest dose often 9.22 µM), without a hit: top-dose activation, hits mostly activators;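 note: potency is the fitted concentration of half-maximal effect; % of control where 0% means no effect; nearly all actives have a fitted effect of over 60% in size; reporter is driven by a mutant NPC1 promoter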
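Stably transfected Huh7 (NPC1 promoter→luciferase), 1500 cells/well in Opti-MEM + 10% FBS, 2 h settle, then compound 24 h at 37 °C. Luminescence after 10 min with Amplite reagent.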
Menin-MLL TR inh: displaces Texas Red mutant MLL peptide from human menin | Menin + Texas Red MLL mutant peptide, fluorescence polarization | O00255 | actives 0.23% (n = 270,000) | Potency, µM (highest dose often 61.6 µM), for inactives: top-dose FP activity change, negative = inhibition, usual class: inhibitors | AID 1768; active = well fitted inhibition curve with a large enough effect in the polarisation, with a control signal flat, not every such curve was filed as active; inconclusive = small, poorly fitted or top-dose-only effect, or effect the other way, or a change in a side signal; inactive = no such curve, though single readings can be large or run the other way; the % refers to the polarisation; note: potency is the fitted concentration of half-maximal effect; % of control where 0% means no effect; many of its hits are not listed in these tables
Target sequence (O00255 whole entry, looked up): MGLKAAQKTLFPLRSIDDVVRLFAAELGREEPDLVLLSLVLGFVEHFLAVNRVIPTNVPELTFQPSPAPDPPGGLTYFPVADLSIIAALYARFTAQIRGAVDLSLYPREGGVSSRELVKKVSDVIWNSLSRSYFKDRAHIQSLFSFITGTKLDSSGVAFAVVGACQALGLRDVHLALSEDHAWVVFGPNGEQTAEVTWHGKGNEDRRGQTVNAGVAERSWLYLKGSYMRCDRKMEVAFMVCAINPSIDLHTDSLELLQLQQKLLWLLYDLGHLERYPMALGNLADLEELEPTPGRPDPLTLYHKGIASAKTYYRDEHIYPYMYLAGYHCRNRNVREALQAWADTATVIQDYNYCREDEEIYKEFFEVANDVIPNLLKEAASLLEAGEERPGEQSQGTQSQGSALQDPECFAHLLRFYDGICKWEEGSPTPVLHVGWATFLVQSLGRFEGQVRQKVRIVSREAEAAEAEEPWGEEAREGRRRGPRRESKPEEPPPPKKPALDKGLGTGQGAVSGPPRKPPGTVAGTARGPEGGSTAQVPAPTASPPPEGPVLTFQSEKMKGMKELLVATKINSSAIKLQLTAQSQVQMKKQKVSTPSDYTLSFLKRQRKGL
Mito fusion yeast: mitochondrial division inhibition or fusion activation | S. cerevisiae fusion-defective mutant growth rescue, CellTiterGlo 48 h | Potency, µM (highest dose often 46.1 µM), for the others: at the highest dose growth rescue (activation), hits mostly activators | actives 0.23% (n = 320,000);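 note: potency is the fitted concentration of half-maximal effect; % of control where 0% means no effect; nearly all actives have a fitted effect of over 45% in size; temperature-sensitive fusion mutants such as fzo1-1 at 37 °C on non-fermentable ethanol glycerol medium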
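S. cerevisiae fusion-defective temperature-sensitive mutants (e.g. fzo1-1, mgm1-5) grown 48 h at 37C in YPEG (ethanol/glycerol non-fermentable) medium with 23 nl compound per well; growth rescue read as CellTiterGlo luminescence.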
ELG1 repair inh: blocks ELG1-dependent DNA repair in HEK293T cells; actives 2.3% (n = 330,000); HEK293T ELG1-luciferase reporter, luminescence, 16 h; DNA damage induced by 5-fluorouridine; Potency, µM (top dose mostly 46.1 µM), inactives show at the top dose activity change, negative = inhibition, actives largely listed as inhibitors; AID 504467; note: potency is the fitted concentration of half-maximal effect; % is set by controls: 0 for no effect and ±100 for the full control effect; nearly all actives have a fitted effect of over 55% in size
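Overnight (16 hr) co-exposure of 2,000 cells/well to 5-fluorouridine and compound at 37 °C preceded detection. Luciferase was quantified via ONE-Glo luminescence; loss of signal denotes inhibition.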
FLuc modulator: firefly luciferase modulation, counter-screen for miR-21 project | P08659 | purified FLuc, Km substrates, luminescence inhibition | Potency, µM (highest dose often 57.5 µM), without a hit: at the highest dose activity change, negative = inhibition, actives largely listed as inhibitors | actives 6.9% (n = 360,000);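 note: potency is the fitted concentration of half-maximal effect; plate controls were vehicle for no effect and reference inhibitor for full effect; nearly all actives have a fitted effect of over 55% in size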
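Purified P. pyralis luciferase (10nM final) with 10uM D-luciferin and 10uM ATP (Km levels) in 50mM Tris acetate pH 7.5, 10mM Mg acetate, 0.01% Tween-20, 0.05% BSA; qHTS 6-point titration, ~60 µM downward; luminescence read.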
MBNL1-CUG inh: inhibitors of human MBNL1 binding to CUG repeat RNA; AID 2675; Q9NR56; TR-FRET MBNL1-His/biotin-(CUG)12 binding, 665/545 ratio; Potency, µM (top dose mostly 57.5 µM), for inactives: at the highest dose activity change, negative = inhibition, most hits filed as inhibitors; actives 0.036% (n = 280,000); active = well fitted inhibition curve with a large enough effect in the signal ratio, with a control signal flat, not every such curve was filed as active; inconclusive = small, poorly fitted or top-dose-only effect, or effect the other way, or a change in a side signal; inactive = no such curve, though single readings can be large or run the other way; the % refers to the signal ratio; note: potency is the fitted concentration of half-maximal effect; % is set by controls: 0 for no effect and ±100 for the full control effect
Target sequence (Q9NR56 whole entry, looked up): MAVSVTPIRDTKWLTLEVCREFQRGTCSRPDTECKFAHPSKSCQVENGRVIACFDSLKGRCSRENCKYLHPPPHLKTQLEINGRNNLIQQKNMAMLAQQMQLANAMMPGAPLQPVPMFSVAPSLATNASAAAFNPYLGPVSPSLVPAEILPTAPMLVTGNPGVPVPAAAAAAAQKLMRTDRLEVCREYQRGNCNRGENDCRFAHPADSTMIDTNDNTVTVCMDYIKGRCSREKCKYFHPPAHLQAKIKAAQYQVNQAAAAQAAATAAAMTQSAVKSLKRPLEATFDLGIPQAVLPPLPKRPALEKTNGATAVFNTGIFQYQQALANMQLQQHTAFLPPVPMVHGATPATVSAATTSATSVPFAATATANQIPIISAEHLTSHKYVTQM
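TR-FRET readout: Ex 340 nm, 665/545 nm emission ratio, normalized to buffer-only (basal) and MBNL1-(CUG)12 controls. Complex of MBNL1-His with Biotin-(CUG)12, compounds 92 nM–58 uM, incubated 60 min at room temperature.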
VP16 counter: Gal4-VP16 reporter inhibition counter-screen; Potency, µM (top dose mostly 53.6 µM), for inactives: at the top dose activity, negative = inhibition, hits mostly inhibitors; Drosophila S2 Gal4-VP16 UAS-luciferase, luminescence, 20 h; actives 3.5% (n = 310,000); AID 2546;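 note: Gal4-VP16 expression switched on by copper sulfate through the metallothionein promoter; potency is the fitted concentration of half-maximal effect; % is set by controls: 0 for no effect and ±100 for the full control effect; nearly all actives have a fitted effect of over 50% in size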
PKM2 act: PKM2 (human) enzyme activation. P14618. purified PKM2, Kinase-Glo ATP luminescence, activation; response scale: 0% is enzyme alone, no compound. Potency, µM (series often up to 57.5 µM), for the others: at the top dose activation, most hits filed as activators. actives 0.34% (n = 260,000). AID 1631; note: potency is the fitted concentration of half-maximal effect; % is set by controls: 0 for no effect and ±100 for the full control effect; nearly all actives have a fitted effect of over 55% in size
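Purified hPK-M2 (>95%) run at intermediate activity with 0.1 mM ADP and 0.5 mM PEP in 50 mM imidazole pH 7.2, KCl, MgCl2; 1 h room temperature. ATP formed read by Kinase-Glo luminescence; normalized to uninhibited and no-enzyme controls.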
KCNH2 3.1 inh: inhibitors of human KCNH2 3.1 potassium channel isoform; U2OS KCNH2 3.1, thallium flux FluxOr; active compounds read low; activity change, % (tested at about 1.8 µM); actives 0.95% (n = 340,000);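 active = maximum activity change below -70%; inconclusive = maximum activity change from -70% to -50%; inactive = maximum activity change above -50%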;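 note: thallium influx rate constant from kinetic fluorescence after stimulation buffer; % is set by controls: 0 for no effect and ±100 for the full control effect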
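Kinetic fluorescence (2 min after stimulation buffer) measures Tl+ influx through KCNH2 3.1 expressed by viral transduction in U2OS cells; the rate constant is normalized against DMSO controls serving as positive and negative references.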
Rab9 promoter act: Rab9 promoter activation. Huh7 Rab9 promoter-luciferase reporter, luminescence, 24 h. Potency, µM (series often up to 9.22 µM), for inactives: top-dose activation, negative = inhibition, usual class: activators. actives 2.8% (n = 320,000); note: potency is the fitted concentration of half-maximal effect; % of control where 0% means no effect; nearly all actives have a fitted effect of over 60% in size
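Steps: seed 1500 Huh7 Rab9-luc cells per well, rest 2 h at 37 °C; add compound in DMSO; incubate 24 h; add luciferase reagent, 10 min ambient; read luminescence.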
RORg inh: blocks mouse ROR gamma transcriptional activity; Drosophila S2 Gal4-RORgamma UAS-luciferase reporter, 20 h; Potency, µM (doses to about 53.6 µM), for inactives: at the highest dose activity change, negative = inhibition, actives largely listed as inhibitors; actives 5.4% (n = 310,000); AID 2551; note: potency is the fitted concentration of half-maximal effect; % is set by controls: 0 for no effect and ±100 for the full control effect; nearly all actives have a fitted effect of over 60% in size
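Read-out: Photinus luciferase luminescence; inhibitors lower reporter signal. Insect Schneider cells with Gal4-ROR gamma fusion under metallothionein promoter, UAS reporter; 700 uM final copper sulfate induction, 20 hr, ambient temperature.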
* marks the source's active call; other numbers are inactive results; ? = inconclusive; · = no result given; [ ] = another dose, or the depositor's remark. Unless noted, calls come from the whole dose curve; as a rule, active = well fitted curve in the direction sought with a large enough effect; inconclusive = small, poorly fitted or top-dose-only effect, or another doubt; inactive = no such curve, though single readings can be large; an effect the other way counts as inactive or inconclusive. An excerpt. The share of hits here may be higher or lower than overall.

SMILES	NPC1 promoter act	Menin-MLL TR inh	Mito fusion yeast	ELG1 repair inh	FLuc modulator	MBNL1-CUG inh	VP16 counter	PKM2 act	KCNH2 3.1 inh	Rab9 promoter act	RORg inh
NC(=O)CSc1nnc2ccc(-c3ccc(Cl)cc3)nn12	0%	11%	-3%	0%	4%	?	-7%	8%	25	-6%	-13%
O=C(COC(=O)/C=C/c1ccc2c(c1)OCO2)Nc1ccc(S(=O)(=O)N2CCCC2)cc1	0%	3%	7%	?	0%	85%[activator]	15%	5%	6	-3%	18%
O/N=C1\CCCc2ccc(Cl)cc21	-1%	3%	0%	10%	-8%	-5%	-4%	-5%	-5	3%	1%
COc1cccc(OC)c1OCCNCC1CSc2ccccc2O1 (stereo not given)	-5%[46.1 µM]	?	6%	·	·	·	·	·	-9	-18%[46.1 µM]	·
CCOc1ccccc1NC(=O)C1CCCN(S(=O)(=O)c2ccccc2)C1 (stereo not given)	1%	4%	0%	?	0%	3%	·	4%	-21	-6%	·
CCOc1ccccc1N1CCN(CC(O)COCc2cccs2)CC1 (stereo not given)	0%	-13%	-3%	-6%	0%	-8%	?	-4%	-28	-2%	-9%
COc1ccc2c(C)cc3nnnn3c2c1	-4%	-5%	-5%	-9%	-1%	4%	1%	-1%	10	2%	-27%
CN(C)C(CNC(=O)c1coc2ccccc2c1=O)c1ccccc1 (stereo not given)	0%	·	7%	?	-4%	-2%	1%	·	3	-2%	?
CCCN(CC(=O)Nc1cccc(S(N)(=O)=O)c1)CC(=O)Nc1ccc(F)c(F)c1F	-2%	·	2%	-9%	-1%	-7%	-13%	20%	28	11%	4%
Cc1cc([N+](=O)[O-])nn1CC(=O)N(C)C1CCCCC1	0%	-8%	8%	21%	3%	5%	-2%	·	1	-2%	-26%
CCCCN(CCCC)c1nc(OC)nc(-n2nnc(C(C)=O)c2C)n1	1%	?	8%	?	6%	9%	-4%	0%	-8	-7%	25%
CC(=O)c1ccc(N=Cc2c(O)n(-c3cc(Cl)ccc3N3CCOCC3)c(=O)c3ccccc23)cc1	-4%	·	6%	7.3µM*	-14%	19%	2%	-15%	-18	-12%	-19%
O=C1CSc2ccc(S(=O)(=O)CCC(=O)NC3CCCCC3)cc2N1	-6%	·	3%	5%	2%	8%	1%	·	-6	-6%	23%
Cc1ccc(S(=O)(=O)N(C)C)cc1NC(=O)c1cncc(Br)c1	-10%	0%	3%	15µM*	-1%	·	2.5µM*	-11%	5	-25%	10µM*
COc1ccc(/C(O)=C2/C(=O)C(=O)N(Cc3cccnc3)C2c2ccncc2)cc1F (stereo not given)	1%	-5%	1%	9%	-2%	?	4%	2%	-14	11%	-15%
CN(C)c1nc(N(C)C)n(C(=O)c2ccc(F)cc2)n1	-1%	5%	-2%	2%	0%	2%	3%	0%	4	-2%	-28%
CC(OC(=O)c1ccccc1NCCO)C(=O)NC1CCCCC1C (stereo not given)	0%	·	4%	5%	-2%	·	·	·	11	14%	·
O=C(c1ccccc1)N(Cc1ccccc1)Cc1ccccc1	-10%	-20%	3%	?	1%	6%	-9%	2%	-6	1%	21%
CCc1cc2ccc(C)cc2nc1SCC(=O)Nc1c[nH]c(=O)[nH]c1=O	-1%	?	14%	-7%	0%	-6%	7%	-1%	12	-4%	11%
COCCNC(=O)c1cc(Sc2nnc(C)s2)nc2ccccc12	1%	·	0%	-2%	5%	3%	-4%	1%	·	10%	1%
Cn1c(NCc2cccs2)nc2ccccc21	30%	1%	1%	?	?	-10%	21%	-4%	-10	?	26%
Cc1ccc(C(=O)OCC(=O)c2c(N)n(C)c(=O)n(C)c2=O)cc1S(=O)(=O)N1CCCCC1	-1%	1%	-7%	?	7%	0%	1%	5%	-16	-12%	?
CN(Cc1nc2ccccc2[nH]1)C(=O)C1CCC(=O)N(C2CCCC2)C1 (stereo not given)	-5%	·	1%	17%	6%	-8%	2%	-3%	2	3%	-13%
O=C(CSc1nc(NS(=O)(=O)c2ccccc2)cc(=O)[nH]1)Nc1ccc(F)cc1	-5%	?	0%	?	7%	7%	?	7%	-5	-1%	-6%
Cc1ccc(-c2ccc(/C=N/n3cnnc3)o2)cc1	-2%	·	-2%	-3%	?	·	-3%	9%	0	4%	3%
O=C1c2ccccc2NC(c2cccc([N+](=O)[O-])c2)N1CCc1ccccc1 (stereo not given)	?	?	?	?	19µM*	?	-7%	9%	-28	?	-7%
Cc1c(NC(=O)/C(C#N)=C\c2cccs2)c(=O)n(-c2ccccc2)n1C	-2%	8%	-2%	6%	-5%	?	-3%	-5%	-6	-7%	-6%
O=C(COC(=O)C1(c2ccc(Cl)cc2)CCCC1)N1CCc2ccccc21	0%	0%	3%	-17%	-2%	-5%	-6%	1%	-9	-8%	?
CC1CCCN(c2ccc(/C=C(\C#N)c3nn(-c4ccccc4)c(N)c3C#N)cc2[N+](=O)[O-])C1 (stereo not given)	-10%	16%	3%	-26%	5%	11%	-14%	-3%	-33	-11%	16%
O=C(COc1cc2oc(=O)cc(-c3ccccc3)c2cc1Cl)NCc1ccccn1	0%	-23%	?	?	-9%	2%	-4%	15%	20	-3%	-7%

An excerpt of these results, with values under each structure:
Below each compound – NPC1 promoter act | Menin-MLL TR inh | Mito fusion yeast | ELG1 repair inh | FLuc modulator | MBNL1-CUG inh | VP16 counter | PKM2 act | KCNH2 3.1 inh | Rab9 promoter act | RORg inh
CCc1cc2ccc(C)cc2nc1SCC(=O)Nc1c[nH]c(=O)[nH]c1=O
→ -1% | ? | 14% | -7% | 0% | -6% | 7% | -1% | 12 | -4% | 11%
COCCNC(=O)c1cc(Sc2nnc(C)s2)nc2ccccc12
→ 1% | · | 0% | -2% | 5% | 3% | -4% | 1% | · | 10% | 1%

Among those listed so far, 4 contain fluorine:
SMILES	NPC1 promoter act	Menin-MLL TR inh	Mito fusion yeast	ELG1 repair inh	FLuc modulator	MBNL1-CUG inh	VP16 counter	PKM2 act	KCNH2 3.1 inh	Rab9 promoter act	RORg inh
CCCN(CC(=O)Nc1cccc(S(N)(=O)=O)c1)CC(=O)Nc1ccc(F)c(F)c1F	-2%	·	2%	-9%	-1%	-7%	-13%	20%	28	11%	4%
COc1ccc(/C(O)=C2/C(=O)C(=O)N(Cc3cccnc3)C2c2ccncc2)cc1F (stereo not given)	1%	-5%	1%	9%	-2%	?	4%	2%	-14	11%	-15%
CN(C)c1nc(N(C)C)n(C(=O)c2ccc(F)cc2)n1	-1%	5%	-2%	2%	0%	2%	3%	0%	4	-2%	-28%
O=C(CSc1nc(NS(=O)(=O)c2ccccc2)cc(=O)[nH]1)Nc1ccc(F)cc1	-5%	?	0%	?	7%	7%	?	7%	-5	-1%	-6%

Next section:
SMILES	NPC1 promoter act	Menin-MLL TR inh	Mito fusion yeast	ELG1 repair inh	FLuc modulator	MBNL1-CUG inh	VP16 counter	PKM2 act	KCNH2 3.1 inh	Rab9 promoter act	RORg inh
Cc1ccc(S(=O)(=O)NC2CCCC(C(=O)O)C2)cc1 (stereo not given)	-2%	-15%	-2%	5%	3%	-3%	8%	-13%	8	-1%	1%
CCN(CC)c1ccc(/C=N/Nc2cccc(C)c2)c(O)c1	16%	?	-3%	?	?	2%	0%	10%	5	1%	-11%
CNC(=O)c1cc2c(ccc3ccccc32)oc1=N	8%	5%	0%	-1%	?	?	-22%	-12%	·	0%	-3%
CCCNc1nc(C)cc(-c2cc(C(=O)NC3CCCC3)on2)n1	-3%	·	-2%	13%	-1%	-10%	0%	1%	13	-6%	-32%
COc1ccc(-c2noc(CN(C(=O)c3ccoc3C)C(C)C)n2)cc1	-1%	-14%	12%	?	-2%	-4%	-2%	0%	8	4%	21%
O=C(O)CSc1nnc(NC(=O)CN2CCOCC2)s1	-2%	-12%	-11%	14%	0%	-1%	3%	·	-3	0%	-15%
O=C(Cn1cnc2cc([N+](=O)[O-])ccc2c1=O)NCc1ccc(Cl)cc1	2%	?	-8%	-7%	-1%	?	25%	2%	-16	-8%	11%
